PLC-beta3 inh: inhibitors of human phospholipase C beta3; Q01970; Purified PLC-beta3, fluorogenic substrate, fluorescence; inhibition, % at 12.2 µM; 0.18% of 370,000 active; AID 720704; in the data active = inhibition above about 11%;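 note: 0% = median of compound wells on plate and 100% = full blocker control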
ADAM17 inh: ADAM17 inhibition, QFRET primary screen; P78536; recombinant ADAM17, EDANS/DABCYL FRET peptide cleavage; inhibition, % at 6.95 µM; 0.83% of 370,000 active; AID 720648;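 active = inhibition above the mean of compounds lying between control limits plus 3 SD, set per campaign, cut at about 8.5% in these data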;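 note: 0% = DMSO-only wells as the low control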
Target sequence (P78536 215-824 limits assumed): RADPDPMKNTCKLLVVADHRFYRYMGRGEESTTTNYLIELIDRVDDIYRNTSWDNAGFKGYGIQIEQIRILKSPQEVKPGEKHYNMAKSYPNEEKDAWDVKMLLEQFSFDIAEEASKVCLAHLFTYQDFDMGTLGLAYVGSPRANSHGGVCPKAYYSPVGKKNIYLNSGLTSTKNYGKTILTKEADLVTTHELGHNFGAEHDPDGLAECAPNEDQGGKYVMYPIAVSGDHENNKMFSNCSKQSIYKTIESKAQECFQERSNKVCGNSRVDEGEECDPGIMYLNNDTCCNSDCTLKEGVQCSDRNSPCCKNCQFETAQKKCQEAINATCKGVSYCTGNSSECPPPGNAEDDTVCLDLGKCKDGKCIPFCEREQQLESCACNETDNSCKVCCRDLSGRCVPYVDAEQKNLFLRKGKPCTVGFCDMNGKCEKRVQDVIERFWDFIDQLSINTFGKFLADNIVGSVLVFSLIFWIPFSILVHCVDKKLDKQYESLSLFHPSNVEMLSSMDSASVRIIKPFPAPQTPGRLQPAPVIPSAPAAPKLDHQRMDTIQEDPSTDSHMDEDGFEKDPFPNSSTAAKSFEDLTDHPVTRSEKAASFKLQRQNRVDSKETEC
PLC-gamma1 inh: inhibitors of human phospholipase C gamma1. purified PLC-gamma1, fluorogenic substrate, fluorescence. inhibition, % at 12.2 µM. 0.84% of 370,000 active. AID 720700; in the data active = inhibition above about 9.5%
MBD2 DNA inh: MBD2-methylated oligo binding inhibition; Q9UBB5; TR-FRET, MBD2 binding to methylated oligonucleotide; inhibition, % at 4.4 µM; 0.31% of 370,000 active; in the data active = inhibition above about 13%
hcDAF12 agonist: activators of H. contortus DAF-12 nuclear receptor; activation, % at 6.8 µM; AID 652067; HEK293 hcDAF-12 lit1-tk-luc reporter, luminescence; 0% DMSO, 100% Δ7-dafachronic acid; 1.4% of 370,000 active;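 active = activation above the mean of all tested compounds plus 3 SD, cut at about 5.5% in these data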;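 note: 100% = response to 3 µM Δ7-dafachronic acid high control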
DAX1 inh-1: DAX1 (NR0B1) inhibition, primary screen; AID 652010; inhibition, % at 6.8 µM; HEK293T StAR-luciferase reporter, SF-1/DAX-1 repression relief; 1.1% of 370,000 active;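 active = inhibition above the mean over all tested compounds plus 3 SD, cut at about 3.6% in these data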;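 note: 0% = DAX-1 cells with DMSO and 100% = cells lacking DAX-1 with DMSO; higher inhibition means more luminescence from relief of DAX-1 repression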
NR1D1 modulator: modulators of human Rev-erb alpha DNA binding; P20393; Rev-erbα–FITC-DNA binding, fluorescence polarization, 90 min; activity, % at 10 µM; 0.79% of 370,000 active; AID 1259318;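 active = activity above about 14%, limit read from the data; passing the limit was not always enough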;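 note: 0% = DMSO wells with 35 nM protein and 100% = DMSO wells with 750 nM protein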
ssDAF-12 act: S. stercoralis DAF-12 activation, primary screen. HEK293 ssDAF-12/GRIP1 lit1-tk-luc reporter, luminescence; % of 3 µM dafachronic acid response. AID 652126. 1% of 370,000 active. activation, % at 6.8 µM;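 active = activation above the mean over all tested compounds plus 3 SD, cut at about 0.9% in these data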;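 note: 0% = DMSO-only wells and 100% = 3 µM delta7-dafachronic acid wells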
DAX1 inh-2: NR0B1 (DAX1) inhibition; P51843; 0.99% of 340,000 active; inhibition, % at 6.75 µM; AID 504766; HEK293 Gal4-DAX1 luciferase reporter, luminescence;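 active = inhibition above the mean over all tested compounds plus 3 SD, cut at about 4.2% in these data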;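 note: 0% = DAX1-transfected cells with DMSO and 100% = empty-vector control cells with DMSO; inhibition shows as a rise in luminescence from relieved DAX1 repression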
Target sequence (P51843 207-470 limits assumed): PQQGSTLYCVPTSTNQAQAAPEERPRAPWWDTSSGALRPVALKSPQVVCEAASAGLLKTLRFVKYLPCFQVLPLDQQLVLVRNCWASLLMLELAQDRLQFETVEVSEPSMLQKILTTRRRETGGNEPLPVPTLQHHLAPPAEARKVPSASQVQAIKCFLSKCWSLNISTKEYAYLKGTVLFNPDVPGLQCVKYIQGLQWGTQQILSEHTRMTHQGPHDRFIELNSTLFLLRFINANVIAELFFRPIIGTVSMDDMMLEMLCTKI
hgDAF12 agonist: activates the H. glycines DAF-12 receptor ligand-binding domain. HEK293 GAL4-hgDAF12 UAS-luciferase reporter, agonist luminescence; normalized to butyrate control. activation, % at 6.8 µM. 1.8% of 370,000 active;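 active = activation above a cutoff set at the mean of all screened compounds plus 3 SD, cut at about 10% in these data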;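 note: 0% = DMSO wells and 100% = sodium butyrate wells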
SMARCA2 activ: increases SMARCA2 function in MMTV reporter cells. MG213 cells, MMTV-luciferase reporter, dexamethasone, overnight. activation, % at 9.1 µM. 1% of 370,000 active. AID 652017; in the data active = activation above about 7.8%;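 note: 0% = vehicle wells and 100% = reference activator wells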
Active calls of the source: *; i = inactive; nt = no result given; & = joins results of further samples. An excerpt (hit frequency here may not be typical).

SMILES	PLC-beta3 inh	ADAM17 inh	PLC-gamma1 inh	MBD2 DNA inh	hcDAF12 agonist	DAX1 inh-1	NR1D1 modulator	ssDAF-12 act	DAX1 inh-2	hgDAF12 agonist	SMARCA2 activ
CCCCCN1C(=O)c2ccccc2[C@@]2(C(=O)OCC)Cc3cc(Cl)ccc3[C@@H]12	4	8	4	0	-0.8	1.7	-10	-0.9	nt	0.8	-7
CC(C)CCC1(CCO)C(=O)NC(=S)NC1=O	2	-8	7	9	-1.6	1.2	-1	-1.1	0.0	-1.6	-4
O=c1c2ccccc2nc(/C=C/c2ccc3c(c2)OCO3)n1-c1cccc(O)c1	-24	-4	-19	-2	1.3	-0.3	-1	-1.1	-0.2	0.0	-3
O=C(c1ccc2c(c1)OCO2)C1CCCN(CC2CCCCC2)C1 (stereo not drawn)	-4	-3	-4	-2	1.6	2.2	2	-0.6	1.6	0.7	0
c1ccc(C2CC3CC(c4ccco4)N2O3)cc1 (stereo not drawn)	-31	1	-1	6	0.7	0.0	-4	-0.7	-0.7	0.4	-4
C/C(=N\Nc1cccc2ccccc12)c1c(O)n(Cc2ccccc2)c(=O)[nH]c1=O	-32	-8	-26	0	2.5	-1.4	7	0.0	-1.4	-2.2	0
O=C1/C(=C/c2cc([N+](=O)[O-])ccc2Cl)N2CCC1CC2	3	1	2	1	-0.6	-0.1	0	-1.4	0.5	-2.0	2
CCCCCc1cc(O)c2c3c(c(=O)oc2c1)CN(C)CC3	-30	1	-22	-1	-1.8	-0.5	-4	-2.1	0.5	0.0	-3
Cc1sc2ncnc(N3CCC(C(=O)Nc4ccc(C#N)c(Cl)c4)CC3)c2c1C	-37	-5	-37	-6	-2.1	0.0	3	-1.1	-0.6	-2.4	0
CCOC(=O)C1SC2(C(F)F)CC1(O)c1c(c(OC)c3occc3c1OC)O2 (stereo not drawn)	-3	3	-5	-3	-1.4	-0.5	-1	-1.1	0.7	0.9	0
OC(c1ccccc1)(c1ccccc1)C1CN2CCC1CC2 (stereo not drawn)	3	1	4	2	1.0	-0.1	3	-1.4	-0.8	2.4	4
COc1ccc(C(=O)C2CCCN(C3CSCCSC3)C2)cc1OC (stereo not drawn)	-6	-2	-6	-3	0.9	2.8	-2	-1.6	0.1	4.5	0
Cc1ccc(NC(=O)CSc2nnc([C@@H](N)Cc3c[nH]c4ccccc34)o2)c(C)c1	-8	-5	-7	2	-0.5	-1.2	-3	0.7	0.8	-0.8	0
O=C1C=C2C=C[C@H]3C[C@]2(O1)[C@@H]1CCCCN13	1	-5	-1	-4	-0.7	-0.1	-1	-1.4	-0.1	0.6	2
C=CCn1c(O)c(C(C)=Nc2cccc(C(=O)O)c2)c(=O)[nH]c1=O	-14	-8	-8	1	-1.0	0.3	-6	-0.9	0.2	2.9	0
CC12CC[C@H]3[C@@H](CCC4(O)C[C@H](O)CCC34/C=N/NC(=O)c3ccccc3Cl)C1(O)CCC2C1=CC(=O)OC1 (stereo partly drawn)	-1	0	5	-3	-1.3	-0.1	9	-1.2	3.6	-2.2	-3
CCN(CC)c1ccc(N=Cc2c(O)n(-c3ccccc3C)c(=O)[nH]c2=O)cc1	-21	0	-12	-6	-1.2	-1.3	-1	-1.9	-1.8	0.0	-3
O=C(Nc1cccc(Br)c1)c1c(O)c2c(n(Cc3ccccc3)c1=O)CCCC2	-3	1	4	-3	0.5	-0.2	-3	-1.5	nt	0.5	-3
COC(=O)C1=C(c2ccc(OC(F)(F)F)cc2)C[C@@H]2CC[C@H]1N2C(=O)NCCc1ccccc1	-2	2	2	2	-1.6	-0.6	-3	-1.4	1.3	1.5	-3
Oc1ccc(Cl)c(Cl)c1Cl	-1	-5	-4	3	3.0	-0.6	1	-0.6	0.6	-1.2	-5
COC(=O)C1=C(c2ccc(F)cc2OCc2ccccc2)C[C@@H]2CC[C@H]1N2C(=O)NC1CCN(Cc2ccccc2)CC1	0	-1	8	-7	-1.7	0.3	2	-1.5	-0.5	-2.8	0
CN1CCC(C)(O)C2CCCCC21 (stereo not drawn)	-5	-2	0	-3	0.3	-0.7	3	-0.7	-0.9	0.1	0
COc1ccc2c(CN3CC=C(c4ccccc4)CC3)cc(=O)oc2c1	-142	-106	-127	-2	0.6	1.3	-1	-1.1	-1.6	4.1	2
CC(C)OP(=O)(OC(C)C)C(O)c1ccccc1F (stereo not drawn)	1	-1	-1	0	3.1	0.0	-8	-1.8	0.6	-1.1	1
O=C(Nc1ccc(F)cc1)OC1CN2CCC1CC2 (stereo not drawn)	-8	1	3	-7	-0.8	1.4	-8	-1.8	1.6	-0.1	-2
O=C1Nc2ccccc2/C1=C/c1nc2ccccc2c(=O)n1-c1ccc(O)cc1	1	-4	0	1	-0.9	-1.9	-2	-2.0	-2.1	-4.1	-1
CNC(C)(C)Cc1ccccc1	-2	-4	1	0	-1.1	0.4	-4&-3	-1.4	-0.3	0.3	-3
CCOC(=O)c1c(N)n(Cc2ccccc2)c2nc3ccccc3nc12	i	i	i	-2	-1.6	-2.9	-1	-1.1	-1.6	-7.3	-4
NCC1(c2ccc3c(c2)OCCO3)CCCC1	1	-2	2	-2	0.3	-0.3	-2	-0.8	-0.2	-1.4	2
CC1CC(NC(=O)C2C3CCC(O3)C2C(=O)O)CC(C)(C)C1 (stereo not drawn)	7	-2	1	-1	1.3	0.7	-8	-1.1	0.8	1.5	-1

Next section, starting with the last two of the part before.
SMILES	PLC-beta3 inh	ADAM17 inh	PLC-gamma1 inh	MBD2 DNA inh	hcDAF12 agonist	DAX1 inh-1	NR1D1 modulator	ssDAF-12 act	DAX1 inh-2	hgDAF12 agonist	SMARCA2 activ
NCC1(c2ccc3c(c2)OCCO3)CCCC1	1	-2	2	-2	0.3	-0.3	-2	-0.8	-0.2	-1.4	2
CC1CC(NC(=O)C2C3CCC(O3)C2C(=O)O)CC(C)(C)C1 (stereo not drawn)	7	-2	1	-1	1.3	0.7	-8	-1.1	0.8	1.5	-1
Cc1nc2ccc(N3CCN(C)CC3)cc2nc1C	i	-13	i	-2	1.8	0.8	0	-1.6	0.4	7.3	-3
Fc1ccccc1CCNCc1cccc(Cl)c1Cl	1	2	0	-2	-1.2	-0.1	-2	-0.4	-0.2	0.1	4
COP(=O)(NC(=O)C(Cl)(Cl)Cl)OC	-5	-3	-1	-4	-0.8	-0.1	-2	-0.4	1.9	1.1	0
CNC(=S)N/N=C1\C2CN3CCN(C2)CC1(c1ccccc1)C3	3	3	0	4	-1.6	0.6	-3	-1.0	1.1	-1.7	-2
Cc1cc(C)n(-c2ccc(NN=C(C#N)C#N)cc2)n1	-4	0	1	-8	-1.0	-1.0	4	-1.4	-0.7	0.9	-7
CCN(CC)C(=O)N[C@H]1C[C@@H]2c3cccc4[nH]cc(c34)C[C@H]2N(C)C1	-106	-11	-83	-7	-1.2	-1.5	9	-1.4	0.8	-4.1	-2
Cc1cc([P+](=O)O)c(C)n1-c1ccc(Br)cc1	-2	-1	-7	-3	4.5	-0.4	-1	1.5*	-0.4	1.3	0
CC1CN=C(NC(C)c2ccccc2)S1 (stereo not drawn)	1	0	-2	1	-2.2	-0.3	1	-1.5	-0.1	-1.5	0
CN(C)CCSCc1nnc2n1-c1ccc(Cl)cc1C(c1ccccc1Cl)=NC2	0	-1	2	3	-1.1	-0.1	-6	-1.1	0.1	-1.4	3
O=C1NC(=O)C(CCc2ccncc2)(CCc2ccncc2)C(=O)N1C1CCCCC1	3	1	0	2	-0.4	0.3	-3	-1.7	0.3	1.8	-1
CCN1CCN(C(=O)COc2ccc(S(=O)(=O)NC(C)C)cc2)CC1	1	0	1	-3	4.5	0.5	-2	-1.5	-0.3	0.2	-5
O=c1c2ccccc2nc(N2CCCC2)n1-c1ccc(Cl)cc1	-176	-87	-133	2	-1.4	-1.2	0	-2.0	-0.4	1.4	2
O=c1[nH]c(=O)n(-c2cccc3ccccc23)c(O)c1/C=N/N1CCCCC1	-7	-3	-3	4	-1.8	-0.4	-3	-1.3	-1.1	2.7	-1
O=C(c1ccccc1)N1Cc2cc(Br)ccc2-n2nncc2C1	4	-2	1	-4	0.1	-0.4	-4	-0.9	nt	0.0	-1
CCCCn1c(O)c(C(C)=Nc2c(C)n(C)n(-c3ccccc3)c2=O)c(=O)[nH]c1=O	-6	-6	-3	0	-0.8	-0.2	-1	-0.8	0.9	1.4	-6
COc1cc(/C=C/c2nc3ccccc3c(=O)n2-c2ccc(O)cc2)ccc1O	i	-19	i	-6	-1.3	-0.9	3	-1.4	-0.5	-6.6	2
COc1ccc(Br)cc1CN1CCN(CCO)CC1	5	-1	3	2	0.1	0.0	-3	-1.3	1.5	0.8	5
COc1ccc(CN2C(=O)CC(=O)NC2=O)cc1	-4	-3	-4	4	-0.8	0.5	-3	-1.8	-1.2	0.8	-1
Nc1ccncc1	1	-1	1	1	0.0	1.1	4&-7	-0.7	-0.9	0.5	2
CCOc1ccc(CC2C(=O)NC(=O)N(c3ccc(CC)cc3)C2=O)cc1 (stereo not drawn)	3	1	2	-6	-0.5	-1.3	2	-1.0	0.7	-1.6	6
Cc1ccc(C(O)(c2ccc(C)c(C)c2)C2CN3CCC2CC3)cc1C (stereo not drawn)	-1	1	6	-1	0.7	0.0	-3	-1.7	0.2	-1.4	-3
Cn1c(O)c(C=NCCN2CCN(C(=O)Nc3ccccc3)CC2)c(=O)n(C)c1=O	-3	0	0	-8	-0.6	-0.1	-1	-1.0	nt	-2.1	0
CC(C)(C)C(=O)OCC12CCC(O1)C1(C)C(=O)OCC21 (stereo not drawn)	-2	-4	-1	8	0.4	-0.1	0	-1.1	-0.1	-2.5	-1
c1cc2c(cc1-c1ccc3c(c1)OCO3)CNCc1cnnn1-2	-76	-10	-53	-2	1.8	2.3	6	-0.2	nt	6.9	5
C=C1[C@H]2C[C@H]3[C@H]4N5C[C@]6(C)CCC[C@]47[C@H]([C@H]2O)[C@]3(C[C@]5(O)[C@H]67)[C@@H]1O	5	4	4	0	-1.3	-0.2	-3	-0.7	0.4	-2.0	1
CN1CN(c2cccc([N+](=O)[O-])c2)CN=C1N[N+](=O)[O-]	-3	-4	-1	-6	1.0	-0.3	-2	-0.9	-0.4	0.9	0
CN1CCN(C(=O)COc2ccc(S(=O)(=O)NC3CCCCC3)cc2Cl)CC1	-10	-4	-1	6	-2.1	-0.9	-4	-1.2	-0.4	-0.6	0
CCOC(=O)C(O)(c1ccc(NC(=S)NC(=O)c2ccc(Cl)cc2Cl)c(C)c1)C(F)(F)F (stereo not drawn)	-2	15*	4	0	-4.0	-2.1	-5	-2.7	-4.0	-3.1	-6
C=CCN1CC[C@]23c4c5ccc(O)c4OC2[C@H](O)CC[C@@]3(O)[C@H]1C5 (stereo partly drawn)	1	-4	0	4	1.2	0.4	-2	-1.1	-0.2	0.5	-1
COCCOC(=O)c1c(N)n(Cc2ccccc2)c2nc3ccccc3nc12	i	i	i	-5	0.7	-0.9	-2	-1.2	1.2	-2.1	1
COc1ccc(CC(=O)N(CCN(C)C)CC2CCCN(Cc3ccccc3F)C2)cc1 (stereo not drawn)	-1	8	13*	2	-0.1	-0.6	-8	-1.0	0.3	-2.2	-2
O=[N+]([O-])c1ccc(N2CCCCCC2)c2nonc12	-230	3	-173	-32	-1.5	-0.2	56*	-0.1	-0.7	-1.0	2

Screening data (PubChem BioAssay)
